TRPC4 agonist – opens the mouse TRPC4 cation channel. HEK293 TRPC4beta/mu-opioid, Fluo4 calcium fluorescence; active compounds read high. B-score at 10 µM. Q9QUQ5. AID 2237. 310,000 tested, 0.49% active;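 active = B-score above 5 SD of library B-scores, and initial fluorescence ratio not above library mean plus 5 SD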;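 also: positive B-score marks a calcium rise read as TRPC4 activation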
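Incubation: 45 min room-temperature Fluo4 loading, 110 s read / System: HEK293 cells stably co-expressing mouse TRPC4beta and mu-opioid receptor / Signal: Fluo4 fluorescence, kinetic / Control set: buffer (low) and maximal DAMGO (high) / Measure: integrated baseline-normalised fluorescence ratio, converted to per-well B score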
KLF5 inhibitor – suppresses KLF5 promoter-driven expression; 290,000 tested, 0.23% active; inhibition, % at 5 µM; DLD-1 KLF5 promoter-luciferase reporter, luminescence; AID 1700;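 active = inhibition above a per-plate limit of that plate's mean compound inhibition plus 3 SD, cut at about 60% in these data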;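 also: 0% = DMSO wells and 100% = LY294002 at 200 µM; higher means less KLF5 promoter-driven luciferase light; inactives centre near -14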
TRPC6 activator – activators of mouse TRPC6 channel; Q61143; HEK293-TRPC6 membrane potential dye fluorescence; active compounds read high; B-score at 10 µM; 310,000 tested, 0.13% active;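 active = B-score of the integrated fluorescence ratio above library mean plus 3 SD, and starting fluorescence ratio within library mean plus 5 SD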;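 also: higher score means more depolarization so channel activation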
Target sequence (Q61143 whole entry, looked up): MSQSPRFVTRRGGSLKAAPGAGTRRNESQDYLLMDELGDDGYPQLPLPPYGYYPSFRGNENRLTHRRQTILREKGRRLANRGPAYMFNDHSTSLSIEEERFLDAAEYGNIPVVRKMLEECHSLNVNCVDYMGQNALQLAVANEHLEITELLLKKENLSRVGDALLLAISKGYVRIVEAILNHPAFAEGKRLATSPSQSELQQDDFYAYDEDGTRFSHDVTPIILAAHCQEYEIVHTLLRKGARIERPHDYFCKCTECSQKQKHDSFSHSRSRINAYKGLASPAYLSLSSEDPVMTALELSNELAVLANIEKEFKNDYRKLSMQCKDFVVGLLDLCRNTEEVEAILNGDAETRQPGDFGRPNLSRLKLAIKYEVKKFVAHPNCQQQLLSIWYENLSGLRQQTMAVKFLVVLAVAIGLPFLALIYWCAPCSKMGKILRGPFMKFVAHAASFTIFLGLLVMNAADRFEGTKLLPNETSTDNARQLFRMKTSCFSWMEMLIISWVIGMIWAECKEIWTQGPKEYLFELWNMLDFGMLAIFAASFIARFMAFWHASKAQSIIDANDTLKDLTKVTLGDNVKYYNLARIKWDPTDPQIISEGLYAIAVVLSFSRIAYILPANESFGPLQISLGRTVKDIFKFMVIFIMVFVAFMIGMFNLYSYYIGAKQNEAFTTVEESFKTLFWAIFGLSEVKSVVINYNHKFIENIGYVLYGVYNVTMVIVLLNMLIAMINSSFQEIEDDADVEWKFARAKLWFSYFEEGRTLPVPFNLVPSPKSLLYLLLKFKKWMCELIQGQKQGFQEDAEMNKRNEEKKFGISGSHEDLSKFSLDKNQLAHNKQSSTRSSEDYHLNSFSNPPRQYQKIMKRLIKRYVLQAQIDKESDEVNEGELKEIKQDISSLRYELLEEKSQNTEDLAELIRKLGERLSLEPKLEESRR
IEC-6 cytotox – kills IEC-6 intestinal cells in KLF5 counter-screen; 290,000 tested, 0.78% active; IEC-6 cytotoxicity, luminescence viability; inhibition, % at 5 µM; in the data active = inhibition above about 22%;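 also: 0% = plate median of test compound wells and 100% = cytotoxic reference compound wells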
aSyn UTR inh – 5' untranslated region of α-synuclein, MLPCN primary screen | 300,000 tested, 0.82% active | inhibition, % (tested at 7.5 µM) | alpha-synuclein 5'UTR reporter, inhibitor activity; in the data active = inhibition above about 60%; inconclusive = no clear call, values can overlap the other calls;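 also: H4 neuroglioblastoma cells stably carrying SNCA 5'UTR luciferase fusion; 0% = DMSO wells and 100% = positive control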
SKKanGAS inh – blocks kanamycin growth of S. pyogenes SKKanGAS strain; BacTiter-Glo, 6 h; inhibition, % at 7.5 µM; 300,000 tested, 1.3% active; AID 1662;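 active = mean replicate score, as percent of positive control median, at least 50; inconclusive = mean below 50 but one replicate at or above 50; inactive = mean and every replicate below 50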;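 also: strain carries kanamycin resistance gene driven by streptokinase promoter and grows in 40 µg/ml kanamycin; loss of luminescence reflects streptokinase promoter inhibition or plain growth inhibition; 0% = median of DMSO wells and 100% = positive control at its reference dose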
MrgX1 antagonist – blocks BAM8-22 activation of human MrgX1 receptor; MRGX1-HEK293 calcium flux, Fluo-4, BAM8-22 antagonism; active compounds read low; 310,000 tested, 1.3% active; B-score at 10 µM; Q96LB2;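 active = calcium-response B-score plate-corrected more than 3 library SD below zero, starting fluorescence within 5 deviations, no agonist response on first addition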;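 also: peak minus trough fluorescence over baseline after final BAM8-22 challenge near maximal dose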
HIF activator – HIF pathway transcriptional activation | U2OS HRE-luciferase reporter, luminescence; normalized: DMSO 0%, desferrioxamine 100% | activation, % at 7.5 µM (by protocol) | 300,000 tested, 0.32% active;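 active = mean activation of at least 10% of the iron chelator positive control signal, with at least half of replicates also reaching 10%; inconclusive = mean and replicate majority disagree about reaching 10%; inactive = mean and most replicates under 10%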
TRPC6 inh – inhibitors of mouse TRPC6 channel; HEK293-TRPC6, membrane potential dye, ACh-evoked depolarization; active compounds read low; AID 2553; B-score at 10 µM; 310,000 tested, 1.1% active; Q61143;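 active = B-score under library mean minus 3 SD, initial fluorescence not abnormally high, positive integrated signal ratio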;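 also: B-score derived from integrated fluorescence ratio over the kinetic read; more negative B-score means stronger inhibition of depolarization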
TRPC4 PAM – allosteric potentiators of mouse TRPC4 channel; 310,000 tested, 0.42% active; B-score at 10 µM; HEK293 TRPC4beta/mu-opioid, DAMGO EC20, Fluo-4 Ca2+ flux; active compounds read high; AID 2227; Q9QUQ5;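 active = B-score of calcium response area above 5 SD of library B-scores, with initial fluorescence ratio within 5 SD of library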;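 also: B-score of integrated fluorescence ratio over time as area under calcium response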
TRPC4 block – TRPC4 (mouse) channel inhibition; Q9QUQ5; HEK293 TRPC4beta/mu-opioid, DAMGO-evoked Fluo4 calcium flux; active compounds read low; B-score at 10 µM; 300,000 tested, 0.39% active; AID 2247;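 active = B-score over 3 SD under the library average, no early fluorescence shift, positive overall ratio signal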
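test system = HEK293 cells with stable TRPC4beta plus mu-opioid receptor expression | detection = Fluo4 Ca2+ flux fluorescence | read-out = integrated fluorescence ratio relative to baseline, converted to per-well B score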
Starred values were filed as active, the others as inactive; i = inactive; ? = inconclusive; . = no result given.

SMILES | TRPC4 agonist | KLF5 inhibitor | TRPC6 activator | IEC-6 cytotox | aSyn UTR inh | SKKanGAS inh | MrgX1 antagonist | HIF activator | TRPC6 inh | TRPC4 PAM | TRPC4 block
CCOC(=O)c1c(C)[nH]c(C)c1C(=O)CSc1nc2ccccc2n1CCC#N | i | -12 | i | 1 | 19 | 5 | i | -0.4 | i | i | i
C/C(Cl)=C\Cn1c(O)c(N=NC(N)=S)c2cc(Br)ccc21 | i | -8 | i | 30* | 70* | 80* | i | -0.2 | i | i | i
O=C(CCNC(=O)C1CCN(S(=O)(=O)c2ccccc2)CC1)NCc1cccc(C(F)(F)F)c1 | i | -11 | i | 2 | 32 | -2 | i | -0.4 | i | i | i
CCN(CC)CCCNc1nc(C)cc(COC)c1C#N | i | -48 | i | -3 | 0 | 4 | i | -0.4 | i | i | i
Cc1cc(C)n(Cc2ccc(C(=O)Nc3cccc(Br)c3)o2)n1 | i | -17 | i | -1 | -37 | 24 | i | 0.2 | i | i | i
CC(=O)Nc1ccc(C2=NNC(=Nc3ccc(S(=O)(=O)N4CCOCC4)cc3)SC2)cc1 | i | -6 | i | -2 | 8 | -2 | i | -0.4 | i | i | i
Cc1ccc(NC2=NC(c3ccccc3)n3c(nc(C)cc3=O)N2)c(C)c1 (stereo not drawn) | i | -31 | i | -3 | 10 | -5 | i | -0.4 | i | i | i
COc1ccc(NC(=O)CCCN2C(=O)C(c3ccccc3)Oc3cccnc32)cc1OC (stereo not drawn) | i | -37 | i | -2 | 34 | 2 | i | -0.4 | i | i | i
Cc1c(C(=O)N2CCCCC2)c(S(=O)(=O)N2CCN(c3ccc(F)cc3)CC2)c(C)n1C | i | -3 | i | -3 | 9 | -3 | i | -0.1 | i | i | i
COc1ccccc1C(=O)Oc1ccc(N2C(=O)CCC2=O)cc1 | i | -8 | i | -2 | -20 | -1 | i | -16 | i | i | i
COC(=O)CSc1nnnn1-c1cccc2ccccc12 | i | -35 | i | 2 | 31 | 1 | i | -0.2 | i | i | i
COC(=O)c1cc(S(=O)(=O)N2CCN(c3ccc(F)cc3)CC2)cn1C | i | -7 | i | -6 | -10 | 4 | i | . | i | i | i
N=c1sccn1CC(=O)Nc1cccc(S(N)(=O)=O)c1 | i | -15 | i | 1 | -4 | 2 | i | -0.2 | i | i | i
Cc1ccc2c(c1)cc(CN(Cc1cccs1)C(=O)c1ccco1)c1nnnn12 | i | -23 | i | -3 | -16 | -2 | i | -0.1 | i | i | i
O=C1OCC/C1=C\OCCCO/C=C1\CCOC1=O | i | 7 | i | 3 | 6 | -1 | i | -0.7 | i | i | i
Cc1ccc(NC(=O)CCNS(=O)(=O)c2ccc3c(c2)oc(=O)n3C)cc1C | i | -32 | i | 0 | 6 | -2 | i | -0.6 | i | i | i
O=C(Cn1cncn1)N/N=C/c1cccc2ccccc12 | i | -5 | i | 7 | -2 | 3 | i | -2.2 | i | i | i
Cc1cccc2nc(CSc3ccccc3C(=O)O)cn12 | i | -38 | i | 9 | -10 | -8 | i | 0.2 | i | i | i
COC(=O)c1ccc(C)c(NS(=O)(=O)c2ccc3c(c2)OCCO3)c1 | i | 82* | i | 80* | 94* | 8 | i | 0.5 | i | i | i
CC(C)C(C)NC(=O)CN1C(=O)NC(c2ccccc2)(c2ccccc2)C1=O (stereo not drawn) | i | -24 | i | 3 | 2 | 1 | i | 0.0 | i | i | i
Fc1ccc(-c2csc(N3CCSCC3)n2)cc1 | i | -19 | i | 3 | -63 | -31 | i | 0.7 | i | i | i
COc1cccc(-c2nc(-c3ccc(NC(=O)c4cccnc4)cc3)no2)c1 | i | -7 | i | -4 | -106 | 22 | i | 2.0 | i | i | i
CCCC(=NCCc1c(C)[nH]c2ccccc12)C1=C(O)CC(c2ccccc2)CC1=O (stereo not drawn) | i | -10 | i | -10 | 86* | 19 | i | -0.8 | i | i | i
C=CCNC(=O)c1ccc(OC)cc1 | i | -9 | i | 1 | -13 | -4 | i | -8.1 | i | i | i
CN(Cc1ccccc1)C(=O)COc1ccc2ccccc2c1 | i | . | i | . | -35 | 2 | i | 1.7 | i | i | i
CCCCC1C2=C(CC(C)(C)CC2=O)OC2=C1C(=O)CC(C)(C)C2 | i | 21 | i | 1 | -35 | -1 | i | 0.0 | i | 14* | i
C/C(=N/Nc1ncc(C(F)(F)F)cc1Cl)c1ccncc1 | i | 7 | i | 2 | -1 | -7 | i | 0.4 | i | i | i
Cc1[nH]n(C(N)=S)c(=O)c1N=Nc1cccc(C(F)(F)F)c1 | i | -139 | i | 2 | -165 | 2 | i | 3.5 | i | i | i
O=C(Nc1ccc(Cl)c(Cl)c1)C1CC(=O)N(c2ccc(Br)cc2)C1 (stereo not drawn) | i | -26 | i | -2 | -6 | 54* | i | 0.1 | i | i | i
Cc1ccc(NC(=O)CSc2nnc(-c3cnccn3)n2Cc2ccco2)cc1C | i | 9 | i | -1 | -8 | -2 | i | 0.7 | i | i | i
Cc1ccccc1NS(=O)(=O)c1ccc2oc(=O)ccc2c1 | i | -28 | i | -3 | 7 | -2 | i | 0.8 | i | i | i
Cc1cc(C)nc(N2CCC(C(=O)Nc3ccc4c(c3)OCCO4)CC2)n1 | i | 5 | i | 1 | -6 | -2 | i | 0.0 | i | i | i
Cc1[nH]c2c(ccc3cccnc32)c1C | i | 3 | i | -1 | -50 | 2 | i | 0.6 | i | i | i
CCOc1ccc(C2C(C(=O)c3cccs3)=C(O)C(=O)N2Cc2cccnc2)cc1OC (stereo not drawn) | i | -6 | i | -2 | -8 | -2 | i | 1.2 | i | i | i
CCOC(=O)C1CCCN(c2c(Nc3ccc(OCC)cc3)c(=O)c2=O)C1 (stereo not drawn) | i | -29 | i | 0 | 7 | 5 | i | -0.5 | i | i | i
CCOC(=O)c1oc2ccccc2c1NC(=O)c1ccc(S(=O)(=O)N(C)C)cc1 | i | -13 | i | 2 | 12 | -3 | i | -0.2 | i | i | i
CCN(CC)S(=O)(=O)c1cc(C(=O)Nc2ccncc2)ccc1Cl | i | -5 | i | 5 | -47 | 1 | i | -0.1 | i | i | i
Cc1[nH]c2ccc(-c3nnc(SCC(=O)c4ccc(F)cc4)o3)cc2c1C | i | 5 | i | 2 | 2 | 14 | i | -0.1 | i | i | i
O=C(COC(=O)CC(NC(=O)c1ccccc1Cl)c1ccccc1)Nc1cccc(F)c1 (stereo not drawn) | i | -4 | i | -2 | -8 | 3 | i | -0.3 | i | i | i
CC1CN(Cc2cc(=O)oc3cc(O)ccc23)CC(C)O1 (stereo not drawn) | i | 2 | i | -5 | 4 | -2 | i | 0.0 | i | i | i
CCOc1ccc2ccccc2c1/C=N/NC(=O)c1ccc(C)nc1 | i | -7 | i | 2 | 4 | -8 | i | 0.5 | i | i | i
COC(=O)c1cccc(C(=O)Nc2ccc(C)cc2)n1 | i | -22 | i | 5 | -39 | 6 | i | 0.9 | i | i | i
CCOC(=O)c1sc2nc(C)nc(NCc3ccc(F)cc3)c2c1C | i | 1 | i | 0 | 25 | 15 | i | -0.3 | i | i | i
CCSc1ncc(Cl)c(C(=O)Nc2ccc(S(=O)(=O)Nc3onc(C)c3C)cc2)n1 | i | -11 | i | -3 | 5 | 19 | i | 0.6 | i | i | i
CCCn1c2ccccc2c2cnn(CC(=O)N3CCN(C4CCCCC4)CC3)c(=O)c21 | i | -37 | 15* | 4 | -2 | -4 | i | -0.3 | i | i | i
CCCOc1ccc(OCCNC2CCCC2)cc1 | i | -24 | i | 2 | -26 | -5 | i | -0.5 | i | i | i
Cc1csc(=Nc2c(C)n(C)n(-c3ccccc3)c2=O)n1-c1ccccc1 | i | -7 | i | 2 | -15 | -4 | i | -0.8 | i | i | i
CCc1c(C)sc2nc3c(C(=O)N4CCOCC4)cc(C(=O)c4cc(F)ccc4O)cn3c(=O)c12 | i | -25 | i | 1 | 24 | 9 | i | -0.2 | i | i | i
CCOC(=O)N1CCN(C(=O)CNC(=O)c2nn(-c3ccc(OC)c(Cl)c3)c(=O)c3ccccc23)CC1 | i | -67 | i | -4 | -44 | 9 | i | 0.5 | i | i | i
O=C(NC1CCCc2c1cnn2-c1cc(F)cc(F)c1)c1cc[n+]([O-])cc1 (stereo not drawn) | i | -16 | i | -3 | -7 | 0 | i | 1.2 | i | i | i
COC(=O)c1ccc(NC(=S)NCc2ccco2)cc1 | i | -24 | i | 2 | -54 | -5 | i | -0.1 | i | i | i
COc1ccccc1NC(=O)CNC(=O)c1ccccc1C | i | -3 | i | -1 | -3 | 1 | i | -0.2 | i | i | i
CC1=C(C(=O)OC(C)C)C(c2ccc3c(c2)OCO3)NC(=O)N1 (stereo not drawn) | i | 4 | i | -1 | 3 | -3 | i | 2.6 | i | i | i
CC(C)Cn1c(=O)c(C(=O)Nc2ccccc2S(N)(=O)=O)c(O)c2ccccc21 | i | -31 | i | 2 | 8 | ? | i | 0.3 | i | i | i
O=C(CSCc1cc(=O)n2ccsc2n1)Nc1ccc(F)cc1 | i | -3 | i | -2 | 4 | 5 | i | 0.1 | i | i | i
COc1ccc(CNS(=O)(=O)c2cn(C)c(=O)n(C)c2=O)cc1 | i | -26 | i | 3 | -3 | -1 | i | 0.0 | i | i | i
CCOC(=O)c1sc2nc(CC(=O)OC)nc(NCc3ccc(F)cc3)c2c1C | 98* | -20 | i | 1 | 33 | 21 | i | -0.3 | i | i | -9*
Cc1ccc(NC(=O)C2(N(C(=O)Cn3nnnc3N)c3ccc(C)cc3)CCCCC2)cc1 | i | -5 | i | -2 | -11 | 5 | i | -0.4 | i | i | i
O=C(CSc1ccc(F)cc1)Nc1ccc(Br)cc1 | i | -59 | i | 2 | -149 | -4 | i | 2.5 | i | i | i
CCOc1ccc2nc(NCCNS(=O)(=O)c3ccccc3)c(C#N)cc2c1 | i | -19 | i | -2 | 21 | 4 | i | -0.2 | i | i | i
COCCn1c(N)c(S(=O)(=O)c2cccs2)c2nc3ccccc3nc21 | i | 16 | i | 6 | 17 | -2 | i | -0.2 | i | i | i

Screening results: PubChem BioAssay, several laboratories
